Source: PubChem BioAssay (University of Kansas High Throughput Screening Laboratory)
Pf apPOL block: Pf-apPOL DNA polymerase inhibition; Recombinant Pf-apPOL, molecular beacon fluorescence, 1.5 h; inhibition, % at 10 µM; 0.25% of 210,000 active; AID 1794808
mHTT CaM bind: inhibitors of human mutant huntingtin-calmodulin interaction | AlphaScreen His-mHTT/GST-CaM binding, luminescence | 3.6% of 190,000 active | inhibition, % at 15 µM | P42858;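 also: 0% = both proteins with DMSO and 100% = one protein alone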
* marks the source's active call; other numbers are inactive results; & = joins results of further samples. Rule as the data show it: active = inhibition above about 50%; inactive = the rest.

`COc1ccc(NC(=O)Cn2nc3c(cc2=O)CCCC3)c(OC)c1` gave Pf apPOL block 0.8 and mHTT CaM bind 7.6.
O=C(CCC1CCCN(C(=O)Nc2ccc(Cl)cc2)C1)NCc1cccc(F)c1 (centres undefined) was read as Pf apPOL block 1.1 and mHTT CaM bind -6.8.
CCOc1cc(C2Nc3ccc(C(=O)c4ccccc4)cc3NC3=C2C(=O)CCC3)ccc1O (centres undefined) was read as Pf apPOL block -9.3 and mHTT CaM bind 16.0.
For COc1cc(Cl)ccc1C(=O)N1CCN(c2nc(CN3CCCCC3)cs2)CC1 the results were Pf apPOL block 1.4 and mHTT CaM bind 15.9.
`COc1cccc(C(=O)C=c2[nH]c(=O)c(=Cc3cccs3)s2)c1` gave Pf apPOL block 3.3&-3.8.
Cc1sc2ncnc(SCC(=O)Nc3ccc(S(N)(=O)=O)cc3)c2c1C was read as Pf apPOL block -2.8 and mHTT CaM bind -6.8.
Screening Nc1n[nH]c(CC(=O)N(Cc2ccccc2)C2(C(=O)Nc3ccccc3)CCCCC2)n1 returned Pf apPOL block -4.0 and mHTT CaM bind 37.0.
CCOc1ccc2cc(C(N)=O)c(=Nc3cccc(C)c3)oc2c1 was read as Pf apPOL block 3.0 and mHTT CaM bind 19.0.
Screening CC(C)=NOC(=O)CCS(=O)(=O)c1nc(-c2ccc3c(c2)OCO3)cc(C(F)(F)F)n1 returned Pf apPOL block -5.7 and mHTT CaM bind 21.0.
Cc1cc(C(F)(F)F)nc(=S)[nH]1 was read as mHTT CaM bind -7.1.
Screening Cc1cc(C)nc(N=C(N)NN2CCN(C)CC2)n1 returned Pf apPOL block -2.5 and mHTT CaM bind -1.4.
Cc1ccc(C)c(N2C=C(C#N)S(=O)(=O)c3cc(F)ccc32)c1 was read as Pf apPOL block -1.7 and mHTT CaM bind -9.0.
For O=C(O)c1ccc(CN2CCCCC2)o1 the results were Pf apPOL block -7.1 and mHTT CaM bind -0.1.
Cc1nc2c(n1C)CN(C(=O)Cc1c(F)cccc1Cl)CC2 was read as Pf apPOL block 3.6 and mHTT CaM bind 5.7.
COc1cc(-c2nnc(SCc3cc(Cl)cc4c3OCOC4)o2)cc(OC)c1OC was read as mHTT CaM bind -2.5.
`Cc1sc(NC(=O)C2CC=CCC2C(=O)O)nc1-c1ccccc1` (centres undefined) gave Pf apPOL block 0.5 and mHTT CaM bind 2.3.
CCN(C(=O)c1ccc(-c2ccc3c(c2)OCO3)s1)C(C)C was read as Pf apPOL block -8.0 and mHTT CaM bind -12.3.
For Cc1cc(Cl)ccc1-n1nnnc1SCc1nc2ccccc2[nH]1 the results were Pf apPOL block 3.2 and mHTT CaM bind -5.0.
For CN(C)C(=O)c1ccc2c(c1)CCN2C(=O)C1CC1 the results were Pf apPOL block -4.8 and mHTT CaM bind 3.2.
For Cc1ccc2nc(N=C(N)NC(=O)Cc3ccc(Cl)cc3)nc(C)c2c1 the results were Pf apPOL block -1.6 and mHTT CaM bind 1.0.

An excerpt from above in order of formula weight, rising:
For CN(C)C(=O)c1ccc2c(c1)CCN2C(=O)C1CC1 the results were Pf apPOL block -4.8 and mHTT CaM bind 3.2.
CCN(C(=O)c1ccc(-c2ccc3c(c2)OCO3)s1)C(C)C was read as Pf apPOL block -8.0 and mHTT CaM bind -12.3.
`Cc1sc(NC(=O)C2CC=CCC2C(=O)O)nc1-c1ccccc1` (centres undefined) gave Pf apPOL block 0.5 and mHTT CaM bind 2.3.
For Cc1ccc2nc(N=C(N)NC(=O)Cc3ccc(Cl)cc3)nc(C)c2c1 the results were Pf apPOL block -1.6 and mHTT CaM bind 1.0.

(cont.)
For Cc1scc2nc(C(=O)Nc3ccccc3)nc(N(C)C)c12 the results were Pf apPOL block -8.9 and mHTT CaM bind 20.1.
For Cc1ccc(-c2ccccc2N)o1 the results were Pf apPOL block -1.2 and mHTT CaM bind 19.3.
CCSc1ccsc1C1C(C#N)=C(N)N(c2ccc(F)cc2)C2=C1C(=O)CCC2 (centres undefined) was read as Pf apPOL block -9.4 and mHTT CaM bind 39.0.
`Cc1c(NC(=O)C2CCCO2)c(=O)n(-c2ccccc2)n1C` (centres undefined) gave Pf apPOL block 3.5 and mHTT CaM bind 0.8.
O=[N+]([O-])c1ccc2c(c1)ncn2-c1ccccc1 was read as Pf apPOL block -5.4&-1.7 and mHTT CaM bind -2.6.
For Cc1ccnc(N2CCCC(C(=O)NCCN3CCN(c4ccccc4F)CC3)C2)n1 (centres undefined) the results were Pf apPOL block 2.9 and mHTT CaM bind -4.3.
Screening CC1(C)CCCC(C)(C#CCN2CCN(CCO)CC2)O1 (centres undefined) returned mHTT CaM bind 0.4.
Nc1nnc(CCc2ccccc2)s1 was read as Pf apPOL block 1.1 and mHTT CaM bind -3.2.
COc1ccccc1C(=O)Nc1ccc(-c2nnc(SCC(=O)Nc3ccccc3)n2C)cc1 was read as Pf apPOL block -3.8 and mHTT CaM bind -3.5.
`CCC1CN(C(=O)Nc2ccc3c(c2)OCCO3)c2cc(Cl)ccc2O1` (centres undefined) gave Pf apPOL block -8.6 and mHTT CaM bind 14.6.

Structural class, those above containing an aryl thioether with sulfur outside any ring.
Cc1sc2ncnc(SCC(=O)Nc3ccc(S(N)(=O)=O)cc3)c2c1C was read as Pf apPOL block -2.8 and mHTT CaM bind -6.8.
COc1cc(-c2nnc(SCc3cc(Cl)cc4c3OCOC4)o2)cc(OC)c1OC was read as mHTT CaM bind -2.5.
For Cc1cc(Cl)ccc1-n1nnnc1SCc1nc2ccccc2[nH]1 the results were Pf apPOL block 3.2 and mHTT CaM bind -5.0.
CCSc1ccsc1C1C(C#N)=C(N)N(c2ccc(F)cc2)C2=C1C(=O)CCC2 (centres undefined) was read as Pf apPOL block -9.4 and mHTT CaM bind 39.0.
COc1ccccc1C(=O)Nc1ccc(-c2nnc(SCC(=O)Nc3ccccc3)n2C)cc1 was read as Pf apPOL block -3.8 and mHTT CaM bind -3.5.

(cont.)
O=C1C2C(c3ccc(F)cc3)OC3(C(=O)c4ccccc4C3=O)C2C(=O)N1Cc1ccccc1 (centres undefined) was read as Pf apPOL block -6.3&9.2 and mHTT CaM bind 7.0&8.6.
Oc1[nH]c2ccccc2c1C(=C1N=c2ccccc2=N1)c1ccccc1 was read as Pf apPOL block -6.6 and mHTT CaM bind 48.3.
`CN(C)c1cccc(C(=O)NCC2CCN(c3cc(-c4ccccn4)[nH]n3)CC2)c1` gave Pf apPOL block -0.1 and mHTT CaM bind 54.9*.
For CCc1nnc(C2CCN(C(=O)Nc3ccc(F)cc3)CC2)s1 the results were Pf apPOL block -7.4 and mHTT CaM bind 1.6.
Screening O=C(NCC1CCN(C(=O)Nc2ccc(F)cc2)CC1)c1ccc(Cl)s1 returned Pf apPOL block -2.7 and mHTT CaM bind -7.8.
Screening O=C(CCc1ccccc1)NCC1COC2(CCCCC2)O1 (centres undefined) returned Pf apPOL block 90.3* and mHTT CaM bind -1.5.
For O=C1C(=Cc2cc3cc(Br)ccc3o2)Oc2c1ccc(O)c2CN1CCN(CCO)CC1 the results were Pf apPOL block 1.1 and mHTT CaM bind 60.2*.
CC(C)(C)n1nc2c(c1NC(=O)c1ccc(Br)o1)CS(=O)(=O)C2 was read as Pf apPOL block -0.3 and mHTT CaM bind -2.0.
Cc1ccc(CNC(=O)C2(C)Oc3cccnc3N(C(C)C)C2=O)cc1 (centres undefined) was read as Pf apPOL block 3.1 and mHTT CaM bind 4.0.
Screening COc1cc(SC)ccc1C(=O)Nc1ccc(F)cc1F returned Pf apPOL block -2.1 and mHTT CaM bind -7.6.
Screening Cc1ccc2c(Cl)c(C(=O)Nc3ccccc3C(N)=O)sc2c1 returned Pf apPOL block 1.2 and mHTT CaM bind 2.2.
Cc1cc2nc(SCC(=O)Nc3ccc4c(c3)OCO4)[nH]c2cc1C was read as Pf apPOL block 5.9 and mHTT CaM bind 27.4.
For O=c1[nH]c2ccc(N=Cc3cc([N+](=O)[O-])ccc3Cl)cc2[nH]1 the results were Pf apPOL block -2.5 and mHTT CaM bind 7.0.
`COc1ccc2ncc(C#N)c(N3CCC(C(=O)Nc4ccccc4)CC3)c2c1` gave Pf apPOL block 0.8 and mHTT CaM bind -4.9.
For O=C(O/N=C1\CCSc2ccccc21)c1ccccc1 the results were Pf apPOL block -0.8 and mHTT CaM bind inactive.
`COc1ccc(-c2nnc(SCC(=O)N3CCN(C)CC3)nc2-c2ccc(OC)cc2)cc1` gave Pf apPOL block 54.1* and mHTT CaM bind 29.0.
For CCCN(CCO)Cc1ccc(Cl)c(Cl)c1 the results were Pf apPOL block -11.2 and mHTT CaM bind -2.9.
`Cc1ccc(F)c(N2C=NS(=O)(=O)c3cccnc32)c1` gave Pf apPOL block 2.1 and mHTT CaM bind -0.5.
N/C(=N\OS(=O)(=O)c1ccccc1)c1ccncc1 was read as Pf apPOL block -8.2 and mHTT CaM bind inactive.
O=C1C2CC=C(Cl)CC2C(=O)N1CCO (centres undefined) was read as Pf apPOL block 6.6 and mHTT CaM bind -5.4.
`Cc1cccc(/C(N)=N/OC(=O)c2cccnc2)c1` gave Pf apPOL block 0.3 and mHTT CaM bind inactive.
`Fc1ccccc1CSc1nnc(COc2ccc(Cl)cc2Cl)o1` gave Pf apPOL block -9.6 and mHTT CaM bind -92.4.
Screening O=C(NCc1ccco1)N1CCC(OCc2nc(C3CC3)no2)CC1 returned Pf apPOL block -3.5 and mHTT CaM bind -3.4.
Screening Cc1ccc(-c2nc3sccn3c2NC(=O)c2ccc(Cl)cc2)cc1 returned Pf apPOL block -4.5 and mHTT CaM bind 58.0*.
`Cc1ccccc1-n1c(SCC(=O)Nc2cccc(Cl)c2C)nc2[nH]ncc2c1=O` gave Pf apPOL block -3.0 and mHTT CaM bind 25.0.
For O=C(Nc1ccc([N+](=O)[O-])cc1)C1COc2ccccc2O1 (centres undefined) the results were Pf apPOL block -1.0 and mHTT CaM bind 2.3.
Screening CCC12CN3CC(CC)(CN(C1)C3c1ccc(C)cc1)C2O (centres undefined) returned Pf apPOL block -5.1 and mHTT CaM bind -7.2.
For CC(Oc1ccccc1)C(=O)N1CCN(CC(=O)c2ccco2)CC1 (centres undefined) the results were Pf apPOL block -6.9 and mHTT CaM bind -10.3.
`CC1=C(C(=O)Nc2cc(C)ccn2)C(c2ccc(Cl)cc2)C2=C(CCCC2=O)N1` (centres undefined) gave Pf apPOL block -0.3 and mHTT CaM bind 6.0.
Screening Cc1cc2[nH]c(C(=O)Nc3cc(Cl)ccc3F)c(CN(C)C)c2s1 returned Pf apPOL block 3.5 and mHTT CaM bind 0.8.
Screening CSc1nnc(-c2nn(C)c3c2CN(C(=O)C2CCC2)CC3)n1C returned Pf apPOL block -3.0 and mHTT CaM bind 2.2.
For CCN1C(=O)Cc2cc(C(=O)N3CCCCCC3)ccc21 the results were Pf apPOL block 2.6 and mHTT CaM bind 7.9.
`CCc1cc2c(=O)c(-c3ccc4c(c3)OCCO4)coc2cc1OC(=O)c1cccc([N+](=O)[O-])c1` gave Pf apPOL block -5.7 and mHTT CaM bind 6.6.
`FC(F)(F)c1ccc(N2CCN(Cc3cc(Cl)cc4c3OCOC4)CC2)nc1` gave Pf apPOL block -5.0.
Screening O=C(CN1C(=O)c2ccccc2C1=O)NCC1CCS(=O)(=O)C1 (centres undefined) returned Pf apPOL block 0.7 and mHTT CaM bind -7.8.
Screening N/C(=N\OC(=O)c1ccc2c(c1)OCO2)c1ccc([N+](=O)[O-])cc1 returned Pf apPOL block -8.2 and mHTT CaM bind inactive.
`O=C(CSc1ccc(F)cc1)N1CCN(c2ccccc2)CC1` gave Pf apPOL block -5.9&-10.3.
Screening Cc1ccc(C(=O)N2CCCC3(C2)NC(=O)N(Cc2ccc(Cl)cc2)C3=O)cc1F (centres undefined) returned Pf apPOL block -3.6 and mHTT CaM bind 1.0.
For CC(C)CN(C)C(=O)c1cc(N2CCOCC2)nc2ccccc12 the results were Pf apPOL block -0.6 and mHTT CaM bind -0.4.
Screening C=CCn1c(SCC(=O)Nc2ccc(F)c(Cl)c2)nnc1-c1cccs1 returned Pf apPOL block -3.5 and mHTT CaM bind 25.0.
`COc1ccc(N2C(=O)c3ccccc3NC2c2ccc(N(C)C)cc2)cc1` (centres undefined) gave Pf apPOL block 4.1 and mHTT CaM bind 4.0.
For Cc1ccc(C(=O)Nc2cccc(O)c2)cc1 the results were Pf apPOL block -1.3 and mHTT CaM bind 1.5.
O=C1NC(=O)C(=Cc2ccc(N3CCc4ccccc4C3)c([N+](=O)[O-])c2)C(=O)N1 was read as Pf apPOL block -6.7 and mHTT CaM bind 26.0.
For O=C(NCc1ccco1)c1ccc([N+](=O)[O-])o1 the results were Pf apPOL block 33.9&-3.2 and mHTT CaM bind 5.6.
Screening O=C(NCc1cccc(Cl)c1)C1CCN(c2nccn3nc(-c4ccccc4)cc23)CC1 returned Pf apPOL block -5.3 and mHTT CaM bind 1.6.
`O=C(CC(c1ccccc1)c1ccccc1)Oc1coc(CSc2ncccn2)cc1=O` gave Pf apPOL block -1.0 and mHTT CaM bind 98.9*.
Screening COc1ccc2nc(SCCN3CCCCC3)[nH]c2c1 returned Pf apPOL block 0.3 and mHTT CaM bind 19.0.
`CCCNC(=O)c1nnn(-c2ccc(Cl)cc2)c1-c1cccnc1` gave Pf apPOL block 0.6 and mHTT CaM bind -10.4.
COc1cccc(C2=NN(Cc3ccccc3)c3nc4c(c(=O)n(C)c(=O)n4C)n3C2)c1 was read as Pf apPOL block -7.6 and mHTT CaM bind -3.0.
Screening COc1ccc(N2CCN(Cc3ccccc3F)C(C)C2=O)c(OC)c1 (centres undefined) returned Pf apPOL block -1.6 and mHTT CaM bind 8.5.
For Cc1ccc(-n2nc3c(c2NC(=O)c2ccc4c(c2)OCO4)CSC3)c(C)c1 the results were Pf apPOL block -5.1 and mHTT CaM bind 32.0.
COc1ccc(OC)c(-c2cc(C(=O)N3CCN(C4CCCCC4)CC3)n(C)n2)c1 was read as Pf apPOL block -5.9 and mHTT CaM bind -6.3.
Cc1c(N/C=C/C(=O)c2cccs2)c(=O)n(-c2ccccc2)n1C was read as Pf apPOL block -2.3 and mHTT CaM bind 8.3.
Screening c1cnc(-c2n[nH]c(C3CCCNC3)n2)cn1 (centres undefined) returned Pf apPOL block -4.7 and mHTT CaM bind 71.9*.
Cc1ccc2ncn(C3CCN(S(=O)(=O)Cc4ccccc4)CC3)c(=O)c2c1 was read as Pf apPOL block 1.9 and mHTT CaM bind 1.8.
